Source: PubChem
GSH bead fluor = compound fluoresces at 488/530 nm on GSH beads; fluorescence (KMESF) at 10 µM; 190,000 compounds, 0.25% hits; GSH beads flow cytometry, compound fluorescence 488/530 nm; hits give high values; in the data active = fluorescence above about 89;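 note: glutathione beads carrying GST-tagged Bcl family fusion proteins plus one bare bead set; values are compound well signal with DMSO vehicle wells as background; inactives centre near 16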
Bcl-W Bim block = human Bim-Bcl-W interaction inhibition; AID 952; bead-based flow cytometry, Bim peptide-Bcl-W binding; 190,000 compounds, 0.02% hits; Q92843; inhibition, % at 10 µM;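 note: 0% = bound tracer without compound and 100% = peptide blocker; higher means less fluorescent Bim peptide bound to Bcl-W beads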
Target sequence (Q92843 whole entry, looked up): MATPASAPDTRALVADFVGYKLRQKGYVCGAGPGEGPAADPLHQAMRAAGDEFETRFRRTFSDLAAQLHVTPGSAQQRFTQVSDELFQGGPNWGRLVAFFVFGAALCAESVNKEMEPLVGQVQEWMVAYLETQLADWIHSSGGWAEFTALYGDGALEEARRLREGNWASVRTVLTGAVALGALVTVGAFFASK
ABCG2 block = human ABCG2 inhibition, ABCB1 as counter-screen | 190,000 compounds, 0.1% hits | IgMXP3 cells, JC-1 efflux, flow cytometry | inhibition, % at 6.6 µM | AID 1325;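 active = inhibition above 80%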;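 note: 0% = DMSO and 100% = nicardipine control wells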
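Read-out basis: Efflux inhibition in percent versus controls | Test system: ABCG2 IgMXP3 and barcoded ABCB1 CCRF-Adr cell mix | Quantity: 3 million cells/mL in well | Schedule: 10 min at 25 °C | Control set: Nicardipine as high control, DMSO as low control | Reagent: JC-1 as fluorescent efflux pump substrate | Signal: Flow cytometry of retained JC-1 fluorescence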
Bim-Bcl-2 = human Bim-Bcl-2 interaction inhibition. Bead-based flow cytometry, Bim peptide-Bcl-2 binding. 190,000 compounds, 0.06% hits. inhibition, % at 10 µM. P10415; in the data active = inhibition above about 40%; inconclusive = no clear call, values can overlap the other calls;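 note: 0% = no compound wells with probe peptide and 100% = reference peptide inhibitor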
Target sequence (P10415 whole entry, looked up): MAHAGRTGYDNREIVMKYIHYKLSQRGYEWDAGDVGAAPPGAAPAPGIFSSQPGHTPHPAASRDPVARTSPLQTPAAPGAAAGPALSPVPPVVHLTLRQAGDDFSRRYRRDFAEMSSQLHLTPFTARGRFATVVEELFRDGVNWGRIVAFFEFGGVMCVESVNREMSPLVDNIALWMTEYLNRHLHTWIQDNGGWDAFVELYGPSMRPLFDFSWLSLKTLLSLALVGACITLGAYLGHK
Bim-Bfl-1 = disrupts Bim binding to human Bfl-1. AID 1008. Bead-based flow cytometry, Bim-Bfl-1 binding inhibition. inhibition, % at 10 µM. 190,000 compounds, 0.12% hits. Q16548;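 note: 0% = wells without compound plus tracer and 100% = blocker peptide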
RGS8-Gao reg = human RGS8-Galphao interaction regulation | multiplexed bead flow cytometry, RGS8-Galphao binding; actives lie on both sides | response (percent of control binding), % at 10 µM | 220,000 compounds, 0.34% hits; in the data active = response below about 60% or above about 140%; inactive = in between;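 note: Galphao activated as the GDP aluminium fluoride complex binding bead-coupled RGS8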
Target sequence (P09471 whole entry, looked up): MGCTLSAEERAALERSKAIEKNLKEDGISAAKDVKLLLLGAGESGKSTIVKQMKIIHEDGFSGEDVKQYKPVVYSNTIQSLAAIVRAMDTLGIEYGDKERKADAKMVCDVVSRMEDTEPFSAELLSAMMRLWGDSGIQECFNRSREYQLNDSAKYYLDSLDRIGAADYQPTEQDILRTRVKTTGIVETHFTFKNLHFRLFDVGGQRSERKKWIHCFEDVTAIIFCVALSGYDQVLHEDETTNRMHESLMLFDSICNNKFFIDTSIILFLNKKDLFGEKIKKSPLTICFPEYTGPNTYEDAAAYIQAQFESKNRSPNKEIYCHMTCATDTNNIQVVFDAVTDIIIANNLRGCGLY
Bcl-B Bim block = human Bim-Bcl-B interaction inhibition | Q9HD36 | bead-based flow cytometry, Bim peptide-Bcl-B binding | inhibition, % at 10 µM | 190,000 compounds, 0.073% hits;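 note: 0% = tracer peptide without compound and 100% = reference inhibitor peptide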
Target sequence (Q9HD36 whole entry, looked up): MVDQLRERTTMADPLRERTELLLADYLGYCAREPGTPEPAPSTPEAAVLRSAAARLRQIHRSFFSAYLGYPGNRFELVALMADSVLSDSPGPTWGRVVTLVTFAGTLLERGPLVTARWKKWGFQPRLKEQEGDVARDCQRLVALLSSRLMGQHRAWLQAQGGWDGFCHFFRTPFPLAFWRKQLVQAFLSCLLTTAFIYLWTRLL
Bim-Bcl-XL = inhibitors of Bim-Bcl-XL interaction, human; Q07817; Bim peptide-Bcl-XL binding, bead flow cytometry, fluorescence; inhibition, % at 10 µM; 190,000 compounds, 0.04% hits
RGS7-Gao = regulators of human RGS7-Galphao interaction | Multiplexed bead flow cytometry, RGS7-Galphao binding; actives lie on both sides | binding response (% of control), % at 10 µM | P09471 | 220,000 compounds, 0.35% hits | AID 1439; in the data active = binding response below about 49% or above about 150%; inconclusive = no clear call, values can overlap the other calls; inactive = in between;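 note: fluorescent Galphao held in activated GDP-AlF4 state binding bead-coupled RGS7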
ABCB1 inh = blocks JC-1 efflux by human ABCB1 transporter; CCRF-Adr cells, flow cytometry; AID 1326; 190,000 compounds, 0.067% hits; P08183; inhibition, % at 6.6 µM; in the data active = inhibition above about 40%;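 note: 0% = vehicle and 100% = reference inhibitor; higher value means more JC-1 retained so stronger ABCB1 efflux block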
RGS4-Gao reg = modulates binding of RGS4 to human Galphao; P09471; 220,000 compounds, 0.33% hits; binding response (% of control), % at 10 µM; Multiplexed bead flow cytometry; actives lie on both sides; in the data active = binding response below about 49% or above about 150%; inactive = in between;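 note: fluorescent Galphao activated with aluminum fluoride binding bead-coupled RGS4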
* hit, by the source's call; ? = inconclusive; . = no result given. Cut-off read from the data, not from the text of the source, unless noted: active = inhibition above about 40%. Not a hit list; 1.1% or so of the library scored in one or more.

No.	mol	GSH bead fluor	Bcl-W Bim block	ABCG2 block	Bim-Bcl-2	Bim-Bfl-1	RGS8-Gao reg
1	Cn1ncc2c1ncn1nc(COc3ccc4ccccc4c3)nc21	7	-2	5	-2	0	101
2	O=[N+]([O-])c1cc(-c2nnc(-c3ccccc3)o2)ccc1Oc1ccc(Cl)cc1	10	-4	15	-4	-4	100
3	Cn1c2c(c(=O)n(C)c1=O)C(NC(=O)C(C)(C)C)(C(F)(F)F)C(=O)N2 (stereo not drawn)	4	0	-1	-5	-9	96
4	Cn1c(OCc2ccco2)nc2c1c(=O)n(Cc1ccc(Cl)c(Cl)c1)c(=O)n2C	37	1	0	-8	-11	98
5	Cc1c(NC(=O)/C(C#N)=C/c2c(Oc3ccccc3)nc3ccccn3c2=O)c(=O)n(-c2ccccc2)n1C	18	-5	7	-2	-11	101
6	CN(C)/C=C(\C=O)c1cccc(Cl)c1	11	-3	0	-2	-6	100
7	CCc1nnc(NC(=O)CSc2nc3[nH]ncc3c(=O)[nH]2)s1	19	0	3	-2	-7	101
8	Cc1ccc(-c2nnc(SCC(=O)NNC(=O)COc3cccc(C)c3)n2C)cc1	23	-1	1	2	-1	110
9	NC(=O)c1sc2nc3c(c(-c4ccccc4)c2c1N)CCC3	18	2	0	-3	1	98
10	Cc1ccc2c(c1)C(c1ccncc1)=NNC(c1ccccc1)=N2	9	0	3	0	-4	106

No.	Bcl-B Bim block	Bim-Bcl-XL	RGS7-Gao	ABCB1 inh	RGS4-Gao reg
1	-2	-2	99	1.2	99
2	-7	-4	101	0.4	99
3	-5	-1	93	-0.1	93
4	-5	-4	100	0.1	96
5	-9	-10	99	0.6	101
6	-5	-3	?	-0.1	101
7	-2	-1	96	1.4	99
8	-3	0	113	0.4	110
9	-1	-2	95	0.0	98
10	-2	-1	101	0.3	102

Further records follow.
No.	mol	GSH bead fluor	Bcl-W Bim block	ABCG2 block	Bim-Bcl-2	Bim-Bfl-1	RGS8-Gao reg
11	CC(C)C1NC(=S)N(Cc2ccccc2)C1=O (stereo not drawn)	31	2	-4	4	-2	102
12	CCCCSc1nnc(-c2ccc(NC(=O)CC)cc2)n1C	7	-3	1	-3	0	105
13	COc1ccc(S(=O)(=O)Cc2ccc(C(=O)NCCCN3CCc4ccccc4C3)o2)cc1	20	1	2	-6	-10	100
14	C[C@]12C=CC(=O)C=C1CC[C@@H]1[C@@H]2[C@@H](O)C[C@@]2(C)[C@H]1CC[C@]2(O)C(=O)COC(=O)CCC(=O)O	20	0	-1	1	0	103
15	O=C(CCn1c(=O)sc2ccccc21)NCCC1=CCCCC1	13	-1	6	-2	-1	100
16	Cc1nnc(SCC(=O)N(C)CC(=O)Nc2ccc(F)cc2)n1Cc1ccccc1	15	1	-1	-2	-3	97
17	CCn1c(/C=C/c2c(C)n(CC)c3ccccc23)nc2ccccc2c1=O	10	-3	-2	0	-1	99
18	COc1ccccc1-n1cc(CN2CCN(C3CCCC3)C(CCO)C2)cn1 (stereo not drawn)	13	-8	0	-3	-6	104
19	O=S1(=O)N=C2CCCCCN2C(c2ccccc2)N1 (stereo not drawn)	12	-4	1	1	-6	101
20	O=c1nc2n(c3ccc(Br)cc13)CCS2	44	-29	3	-32	-28	100

No.	Bcl-B Bim block	Bim-Bcl-XL	RGS7-Gao	ABCB1 inh	RGS4-Gao reg
11	0	1	99	-0.2	98
12	-3	-4	102	0.0	109
13	-6	-5	101	0.6	103
14	-4	-3	102	0.1	103
15	-6	-5	101	0.5	100
16	-2	0	?	-0.1	94
17	-4	-3	97	1.3	99
18	-5	-2	106	-0.1	105
19	-5	-2	100	0.7	102
20	-37	-28	101	0.4	100

Further records
No.	mol	GSH bead fluor	Bcl-W Bim block	ABCG2 block	Bim-Bcl-2	Bim-Bfl-1	RGS8-Gao reg
21	CC(=O)c1ccc(NC(=O)C(C)N(C)CC(=O)Nc2cccc(F)c2)cc1 (stereo not drawn)	10	-5	7	-1	-2	103
22	CCN(C#N)c1nc(NC(C)C)nc(NC(C)C)n1	6	0	1	-3	4	96
23	CCN(CC)S(=O)(=O)c1ccc(N=NC2=C(O)CCCC2=O)cc1	18	-3	14	2	6	102
24	O=C(NCC1CC1)[C@@H]1C[C@H]1[C@@H](NP(=O)(c1ccccc1)c1ccccc1)c1ccccc1	18	-3	-1	-3	0	102
25	CCOc1ccc(-c2nnc(-c3cccs3)o2)cc1OCC	13	-2	6	0	-1	102
26	CCN(CC)C(=O)c1[nH]cnc1C(=O)N[C@@H](CC(C)C)C(=O)OC(C)(C)C	18	-1	3	1	6	100
27	COc1ccc(N(CC(=O)Nc2cc(C)ccc2C)S(=O)(=O)c2c(C)nn(C)c2C)cc1	19	2	-5	-4	-8	99
28	O=C(NN=C1CCCC1)c1n[nH]c2c1CCCC2	11	0	0	-1	0	96
29	CCOC(=O)C1(CCc2ccccc2)CCN(Cc2ccc(OC)cc2)CC1	20	-2	0	-2	-5	99
30	Cc1nn(C)cc1CN1CCCC(C(=O)c2ccc(-c3ccccc3)cc2)C1 (stereo not drawn)	10	1	-3	-2	-2	104

No.	Bcl-B Bim block	Bim-Bcl-XL	RGS7-Gao	ABCB1 inh	RGS4-Gao reg
21	-3	-1	?	0.6	102
22	-3	0	100	0.4	98
23	2	-5	101	0.3	104
24	-5	-6	103	-0.1	101
25	0	-1	101	1.2	103
26	3	0	103	0.9	102
27	-6	-2	96	-2.3	99
28	-2	0	102	-0.3	102
29	-5	-4	103	2.7	100
30	-2	-4	101	1.3	106

Four compounds drawn at random from those above:
No.	mol	GSH bead fluor	Bcl-W Bim block	ABCG2 block	Bim-Bcl-2	Bim-Bfl-1	RGS8-Gao reg
25	CCOc1ccc(-c2nnc(-c3cccs3)o2)cc1OCC	13	-2	6	0	-1	102
22	CCN(C#N)c1nc(NC(C)C)nc(NC(C)C)n1	6	0	1	-3	4	96
24	O=C(NCC1CC1)[C@@H]1C[C@H]1[C@@H](NP(=O)(c1ccccc1)c1ccccc1)c1ccccc1	18	-3	-1	-3	0	102
28	O=C(NN=C1CCCC1)c1n[nH]c2c1CCCC2	11	0	0	-1	0	96

No.	Bcl-B Bim block	Bim-Bcl-XL	RGS7-Gao	ABCB1 inh	RGS4-Gao reg
25	0	-1	101	1.2	103
22	-3	0	100	0.4	98
24	-5	-6	103	-0.1	101
28	-2	0	102	-0.3	102

(more compounds)
No.	mol	GSH bead fluor	Bcl-W Bim block	ABCG2 block	Bim-Bcl-2	Bim-Bfl-1	RGS8-Gao reg
31	O=S(=O)(c1ccccc1)c1cnc(-c2cccnc2)nc1-c1ccccc1	27	1	11	-1	0	100
32	COc1ccc2sc(NC(=O)CC(C)C)nc2c1	18	0	2	0	1	100
33	Brc1ccc(-c2nnc3n2-c2ccccc2CC3)cc1	22	0	2	-5	-11	101
34	Cc1ccc2cn[nH]c2c1[N+](=O)[O-]	14	-1	2	-2	-8	103
35	COc1cc(OC)nc(NC(=O)NS(=O)(=O)c2ccc(OC(F)(F)F)cc2)n1	14	0	2	-4	0	100
36	C/C(=N\NC(=O)CCCNc1ccccc1)c1ccncc1	14	-3	3	-4	-11	101
37	CC(C)(C)NC(=O)C(c1cccs1)N(C(=O)c1csnn1)c1cccc(F)c1 (stereo not drawn)	16	1	0	0	-5	104
38	Cc1cccc(N2CCN(C(=O)Cn3cnc4c3c(=O)n(C)c(=O)n4C)CC2)c1C	26	0	6	1	0	100
39	O=C(COC(=O)CNS(=O)(=O)c1c(Cl)cccc1Cl)Nc1ccccc1Sc1ccccc1	5	0	8	5	0	101
40	CSc1ncnc2c1cnn2-c1ccc(C)cc1C	19	-2	7	-3	-2	99

No.	Bcl-B Bim block	Bim-Bcl-XL	RGS7-Gao	ABCB1 inh	RGS4-Gao reg
31	-5	0	98	2.0	99
32	-3	-1	99	0.8	103
33	-5	-3	100	0.3	98
34	-3	-1	124	0.2	138
35	-3	-1	103	0.3	99
36	-7	-2	100	0.5	100
37	-4	0	101	0.1	101
38	0	0	101	2.0	101
39	-3	-4	99	1.1	96
40	-6	-3	104	1.6	98

The listing continues:
No.	mol	GSH bead fluor	Bcl-W Bim block	ABCG2 block	Bim-Bcl-2	Bim-Bfl-1	RGS8-Gao reg
41	Cc1cccc(C=Nc2ccc3c4c(cccc24)CC3)c1O	15	12	3	9	9	118
42	Cc1ccc(C)c(N2CCN(C(=O)Cn3c(=O)[nH]c4ccsc4c3=O)CC2)c1	19	-2	2	-4	-3	98
43	CCC(C)Oc1ccc(/C=C/c2[nH]c(=O)[nH]c(=O)c2[N+](=O)[O-])cc1OC (stereo not drawn)	69	-3	0	0	0	101
44	Cc1ccc(C(=O)NCCc2nnc3ccc(SCC(=O)Nc4ccc(C)cc4C)nn23)cc1	18	-4	1	-5	-8	100
45	CCc1nc(SCC(=O)Nc2nccs2)c2oc3ccccc3c2n1	36	1	4	-7	-8	101
46	CCOc1ccc(-c2nnc(SCc3nc4ccccc4[nH]3)n2N)cc1	16	4	.	3	-10	98
47	COc1ccc(NC(=S)N(CCCN2CCOCC2)Cc2cn(C)c3ccccc23)cc1OC	23	-5	17	1	3	98
48	O=C1c2cccc3cccc(c23)C(=O)N1c1ccc2ncccc2c1	20	16	3	17	16	101
49	O=C(N/N=C1/SCC(=O)N1Cc1ccco1)c1ccccc1F	12	-3	5	0	-4	100
50	COc1ccc(-c2nc3n(n2)C(c2ccccc2Cl)C(C(N)=O)=C(C)N3)cc1 (stereo not drawn)	20	0	-3	-6	-5	97

No.	Bcl-B Bim block	Bim-Bcl-XL	RGS7-Gao	ABCB1 inh	RGS4-Gao reg
41	5	12	105	1.2	102
42	0	-2	97	0.4	98
43	-5	-2	103	0.6	102
44	-19	-9	97	0.2	99
45	-10	-1	101	0.6	101
46	-2	-5	95	.	104
47	-15	-6	98	5.6	95
48	20	8	104	0.7	103
49	-3	-3	97	0.5	96
50	-5	-5	93	-1.6	96

Next records follow.
No.	mol	GSH bead fluor	Bcl-W Bim block	ABCG2 block	Bim-Bcl-2	Bim-Bfl-1	RGS8-Gao reg
51	C=C(C(=O)c1ccccc1)C(C)CC(=O)c1ccccc1 (stereo not drawn)	11	-3	4	-8	-10	100
52	COc1ccc(NC(=O)c2[nH]c(C)c(C(C)=O)c2C)cc1S(=O)(=O)N1CCOCC1	10	-4	6	-11	-15	101
53	CCC(=O)N(Cc1ccc(S(N)(=O)=O)cc1)C1CC(=O)N(c2ccc(OC)cc2)C1=O (stereo not drawn)	25	0	-1	-12	-10	101
54	Cc1cc(NC(=O)CSc2ccccn2)no1	16	-1	2	-1	-5	98
55	O=S(=O)(c1ccc(Cl)cc1)N1CCCC1c1nc(-c2ccc(Cl)cc2)no1 (stereo not drawn)	8	-1	3	0	3	91

No.	Bcl-B Bim block	Bim-Bcl-XL	RGS7-Gao	ABCB1 inh	RGS4-Gao reg
51	-10	-6	99	0.8	100
52	-6	-7	100	-0.2	100
53	-10	-3	100	-2.8	101
54	-7	-3	96	0.4	98
55	0	1	92	0.2	95
